Screening data from PubChem BioAssay.
TDP1 cell CPT: DT40-hTDP1 cell growth loss with CPT; Potency, µM (doses to about 46.2 µM), for inactives: at the highest dose activity change, negative = growth inhibition, hits mostly inhibitors; chicken DT40 Tdp1-/-;hTDP1 cells + 20 nM CPT, ATP luminescence, 48 h; hit rate 12% among 420,000; further: nearly all actives have a fitted effect of over 55% in size
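Cell growth measured by CellTiter-Glo luminescence after a minimum 48 h, 37 C compound exposure with 20 nM CPT in Tdp1-knockout DT40 cells stably expressing hTDP1, seeded 400/well; qHTS titration format.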
DT40 TDP1 no CPT: qHTS for Inhibitors of human tyrosyl-DNA phosphodiesterase 1 (TDP1): qHTS in cells in absence of CPT; hit rate 15% among 420,000; Potency, µM (doses to about 46.2 µM), without a hit: at the top dose activity change, negative = growth inhibition, hits mostly inhibitors; DT40 Tdp1-/- hTDP1 cells, no CPT, ATP luminescence, 48 h; AID 686978, 2013; further: nearly all actives have a fitted effect of over 55% in size
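Chicken DT40 Tdp1-/- cells stably complemented with human TDP1 were seeded at 400 cells/well with DMSO in place of 20 nM camptothecin. After compound pinning, cells grew at least 48 hr at 37 °C; viability read by CellTiter-Glo luminescence.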
KAT2A inh: blocks human GCN5L2 histone acetyltransferase; hit rate 0.21% among 390,000; GCN5L2 HAT assay, ThioGlo1 CoA-SH fluorescence; AID 504327; Potency, µM (series often up to 58.9 µM), for inactives: at the highest dose activity change, negative = inhibition, most hits filed as inhibitors
Target sequence (Q92830 whole entry, looked up): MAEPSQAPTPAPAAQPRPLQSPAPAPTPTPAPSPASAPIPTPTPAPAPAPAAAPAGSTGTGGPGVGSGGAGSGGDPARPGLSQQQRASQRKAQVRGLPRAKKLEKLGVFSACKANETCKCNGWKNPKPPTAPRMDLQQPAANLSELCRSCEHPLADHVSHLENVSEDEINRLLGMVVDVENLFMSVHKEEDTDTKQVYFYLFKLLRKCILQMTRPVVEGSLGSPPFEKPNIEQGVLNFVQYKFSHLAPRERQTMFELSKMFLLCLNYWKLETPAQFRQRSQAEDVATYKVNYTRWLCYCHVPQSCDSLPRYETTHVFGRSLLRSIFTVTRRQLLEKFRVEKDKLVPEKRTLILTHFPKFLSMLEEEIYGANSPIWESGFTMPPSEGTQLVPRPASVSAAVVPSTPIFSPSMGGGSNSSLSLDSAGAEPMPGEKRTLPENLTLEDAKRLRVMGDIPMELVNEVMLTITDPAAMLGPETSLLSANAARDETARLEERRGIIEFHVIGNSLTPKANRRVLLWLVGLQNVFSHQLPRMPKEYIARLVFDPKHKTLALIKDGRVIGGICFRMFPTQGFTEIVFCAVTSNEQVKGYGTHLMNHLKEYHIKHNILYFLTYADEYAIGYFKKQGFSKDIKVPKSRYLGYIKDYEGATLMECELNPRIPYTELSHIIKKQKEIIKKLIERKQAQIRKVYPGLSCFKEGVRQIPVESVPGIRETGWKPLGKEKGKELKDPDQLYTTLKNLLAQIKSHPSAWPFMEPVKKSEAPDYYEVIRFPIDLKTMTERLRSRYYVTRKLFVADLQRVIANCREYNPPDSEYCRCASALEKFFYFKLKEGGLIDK
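Fluorescence readout, Ex340nm/Em540nm: ThioGlo1 (50uM final) reacts with free CoA thiol released as 20nM GCN5L2 acetylates H3(1-25) peptide (75uM) using acetyl-CoA (70uM). Compound and enzyme sat 15 min beforehand; 20 min room-temperature reaction.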
An asterisk follows results filed as active; ? = inconclusive; . = no result given. The call rests on the fitted dose curve; in most records, active means well fitted curve in the direction sought with a large enough effect; inconclusive means small, poorly fitted or top-dose-only effect, or another doubt; inactive means no such curve, though single readings can be large; an effect the other way counts as inactive or inconclusive. On the % scale 0 is the no-effect control and ±100 the full control effect; potency means the concentration at half of the fitted maximal effect.

1) Cc1cc(C(F)(F)F)nc(SCCN2CCOCC2)c1C#N
2) CCN1CCN(CCOc2ccccc2-c2ccccc2)CC1
3) CCN(CC(=O)Nc1cc(S(=O)(=O)N2CCCCC2)ccc1Cl)Cc1ccccc1
4) COc1cccc(C2C=C(c3ccc(C)c(C)c3)Nc3nnnn32)c1OC (configuration not stated)
5) Cc1cccc(OCCSc2ncnc3nc[nH]c23)c1
6) CCCNCCC(c1ccco1)c1ccccc1OC (configuration not stated)
7) CC(=O)Nc1cccc(OCc2cccc([N+](=O)[O-])c2)c1
8) CC(C)CNC(=O)c1ccccc1NC(=O)CCSc1ccccc1
Compound | 1 | 2 | 3 | 4 | 5 | 6 | 7 | 8
TDP1 cell CPT | 18.3% | ? | 16.4µM* | 5.17µM* | ? | ? | -1.3% | -5.4%
DT40 TDP1 no CPT | 2.7% | -24.1% | 18.4µM* | 3.66µM* | ? | ? | -12.0% | ?
KAT2A inh | 2.8% | 4.9% | 2.0% | -2.4% | -11.8% | 0.5% | . | -3.2%

An excerpt of these results, with bars between the fields.
nr | structure | TDP1 cell CPT | DT40 TDP1 no CPT | KAT2A inh
2 | CCN1CCN(CCOc2ccccc2-c2ccccc2)CC1 | ? | -24.1% | 4.9%
3 | CCN(CC(=O)Nc1cc(S(=O)(=O)N2CCCCC2)ccc1Cl)Cc1ccccc1 | 16.4µM* | 18.4µM* | 2.0%
4 | COc1cccc(C2C=C(c3ccc(C)c(C)c3)Nc3nnnn32)c1OC (configuration not stated) | 5.17µM* | 3.66µM* | -2.4%
5 | Cc1cccc(OCCSc2ncnc3nc[nH]c23)c1 | ? | ? | -11.8%

Next records follow.
9) COC(=O)C1=C(N)Oc2cc(C)[nH]c(=O)c2C1c1ccccc1OC (configuration not stated)
10) CCOC(=O)c1c(C)[nH]c(C)c1S(=O)(=O)N1CCC(C(=O)Nc2ccccn2)CC1
11) Cc1cc(C)cc(NC(=O)C2CCN(c3cnccn3)CC2)c1
12) C=CCNC(=O)CN1CCN(C(c2ccccc2)c2ccccc2)CC1
13) COc1ccc(CN2CCNC(=O)C2CC(=O)NCCCC2CCCC2)c(C)c1C (configuration not stated)
14) CS(=O)(=O)N(CC(=O)Nc1ccccc1F)C1CCCCC1
15) CC1CC(C)CN(CCCNC(=O)Cn2ncn3cccc3c2=O)C1 (configuration not stated)
16) COCCn1c(=O)c(-c2ccc(OC)cc2)nc2cnc(N3CCOCC3)nc21
Compound | 9 | 10 | 11 | 12 | 13 | 14 | 15 | 16
TDP1 cell CPT | -21.9% | -1.6% | -15.1% | ? | ? | -4.2% | 6.9% | 2.4%
DT40 TDP1 no CPT | -16.7% | 1.0% | -16.0% | ? | ? | 13.4% | -2.0% | -3.2%
KAT2A inh | 3.1% | 15.1% | -4.0% | -13.3% | -6.2% | -7.3% | -4.2% | ?

17) CCNC(=S)NNC(=O)c1cc(C)nc2ccccc12
18) CC(C)[C@H](NC(=O)c1ccccc1F)C(=O)OCCN1C(=O)c2ccccc2C1=O
19) CCn1c(=O)c([N+](=O)[O-])c(NCCc2ccc(OC)c(OC)c2)c2ccccc21
20) COc1cc2sc3ccc(-c4ccc(CN5CCOCC5)cc4)cc3c(=O)c2cc1OC
21) Cc1ccc(C(=O)NCC(c2ccco2)N2CCc3ccccc32)cc1 (configuration not stated)
22) CN1CCN(C(=O)C[C@@H]2C[C@H]3c4cc(NC(=O)c5cccnc5)ccc4O[C@H]3[C@H](CO)O2)CC1
23) CC1CC(C)CN(c2ncc3c(n2)CC(c2ccc(Cl)cc2)CC3=O)C1 (configuration not stated)
24) CCN(C(=O)CSc1nnc(-c2cccs2)n1N)c1c(N)n(Cc2ccccc2)c(=O)[nH]c1=O
Compound | 17 | 18 | 19 | 20 | 21 | 22 | 23 | 24
TDP1 cell CPT | 2.2% | -2.2% | ? | 18.4µM* | 10.3µM* | -22.2% | ? | 8.5%
DT40 TDP1 no CPT | 10.4% | -1.3% | ? | 13µM* | 13µM* | -13.5% | 8.2µM* | 10.5%
KAT2A inh | -5.5% | -3.7% | -3.6% | -9.3% | -2.2% | . | -4.4% | -6.6%

25) Cc1nn(C(C)C(=O)NC2CCCCC2)c(=O)c2c1sc1ccccc12 (configuration not stated)
26) COc1ccc(/C=N/NC(=O)c2ccc(N(C)S(=O)(=O)c3ccccc3)cc2)cc1OC
27) O=C(COC(=O)Cc1ccc(Br)cc1)NCc1cccs1
28) c1cncc(-c2nnc(-c3ccco3)o2)c1
29) Cc1ccc(C(=O)Nc2nnc(-c3ccc(C(C)(C)C)cc3)s2)cc1
30) COc1ccc(Cl)cc1C(=O)NC(C)C
31) c1ccc(-n2cc(CN3CCC(N4CCOCC4)CC3)c(-c3ccc4c(c3)OCO4)n2)cc1
32) Cc1cc(NC(=O)CSc2nnc(C)o2)no1
Compound | 25 | 26 | 27 | 28 | 29 | 30 | 31 | 32
TDP1 cell CPT | ? | ? | -4.8% | 7.1% | ? | 7.3% | -2.6% | 1.4%
DT40 TDP1 no CPT | ? | ? | -5.6% | 4.9% | ? | 22.4% | ? | 1.0%
KAT2A inh | -12.4% | -8.3% | -11.1% | -5.3% | -10.5% | -5.9% | 4.3% | -12.7%

33) COc1cccc(COC(=O)C2CCN(S(=O)(=O)c3ccc(Cl)cc3)CC2)c1OC
34) CCOC(=O)[C@]12CCC=C1N(Cc1ccco1)C(=O)[C@H](CC(=O)NCc1ccc(C)o1)C2
35) CC(C)(C)c1ccc(C(=O)C[n+]2ccc(Cl)c3ccc(Cl)cc32)cc1
36) CCc1cccc(C)c1NC(=O)Cn1ccn(Cc2ccc(Cl)cc2)c(=O)c1=O
37) CCOC(=O)N1CCN(c2c(Nc3cc(C)[nH]n3)c(=O)c2=O)CC1
38) CC(C)c1cc(O)c(-c2ccccc2)c(=O)n1-c1ccc(Cl)cc1
39) COc1ccc(-c2ncn(CCC#N)c2[N+](=O)[O-])cc1
40) COc1ccc2nc(NC(=O)C3CCN(C(=O)c4ccco4)CC3)sc2c1
Compound | 33 | 34 | 35 | 36 | 37 | 38 | 39 | 40
TDP1 cell CPT | -13.8% | 1.9% | 0.891µM* | -11.3% | 9.3% | -3.3% | 4.7% | 0.0%
DT40 TDP1 no CPT | -25.1% | -18.5% | 0.355µM* | -20.6% | 0.5% | -4.4% | 4.8% | ?
KAT2A inh | -6.8% | . | . | 1.7% | -6.2% | -2.5% | ? | 1.2%

Structures from the list above with an NH in an aromatic ring:
5) Cc1cccc(OCCSc2ncnc3nc[nH]c23)c1
9) COC(=O)C1=C(N)Oc2cc(C)[nH]c(=O)c2C1c1ccccc1OC (configuration not stated)
10) CCOC(=O)c1c(C)[nH]c(C)c1S(=O)(=O)N1CCC(C(=O)Nc2ccccn2)CC1
24) CCN(C(=O)CSc1nnc(-c2cccs2)n1N)c1c(N)n(Cc2ccccc2)c(=O)[nH]c1=O
37) CCOC(=O)N1CCN(c2c(Nc3cc(C)[nH]n3)c(=O)c2=O)CC1
Compound | 5 | 9 | 10 | 24 | 37
TDP1 cell CPT | ? | -21.9% | -1.6% | 8.5% | 9.3%
DT40 TDP1 no CPT | ? | -16.7% | 1.0% | 10.5% | 0.5%
KAT2A inh | -11.8% | 3.1% | 15.1% | -6.6% | -6.2%

Remaining list, next part.
41) Cn1c(C(=O)NC2CCCCC2)cc2c(=O)n3ccccc3nc21
42) O=C(CN1CCN(S(=O)(=O)c2ccc(Cl)cc2)CC1)NC1CCCC1
43) O=C(O)c1ccccc1-c1ccccc1C(=O)Nc1ccc2c(c1)C(O)c1ccccc1-2 (configuration not stated)
44) O=C(COC(=O)/C=C/c1cccc(Cl)c1)NC1CCCC1
45) COc1ccc(-c2nnc(SC(C(=O)c3c[nH]c4ccccc34)c3ccccc3)n2N)cc1OC (configuration not stated)
46) Cc1cc(N)n(-c2ccc([N+](=O)[O-])cc2)n1
47) O=C(N/N=C/c1ccc(F)c(F)c1)c1cc2c(s1)-c1ccccc1CC2
48) Cc1cc(NS(=O)(=O)c2ccc(NC(=O)Cc3ccc([N+](=O)[O-])cc3)cc2)no1
Compound | 41 | 42 | 43 | 44 | 45 | 46 | 47 | 48
TDP1 cell CPT | ? | 9.1% | 1.6% | 3.7% | ? | 8.0% | -24.4% | 2.6%
DT40 TDP1 no CPT | ? | 0.6% | -0.5% | 5.4% | ? | 9.6% | ? | -2.0%
KAT2A inh | -26.6% | -19.2% | . | 2.0% | -10.4% | 0.2% | 2.1% | -4.0%

49) C[C@H](CO)N1C[C@H](C)[C@@H](CN(C)Cc2ccc3c(c2)OCO3)Oc2ccc(NS(C)(=O)=O)cc2C1=O
50) CN(c1ccccc1)S(=O)(=O)c1cccc(NC(=O)CCNC(=O)c2ccccc2)c1
51) COc1ccc(-c2sc3ccc(OC)cc3c2-c2ccc(OC)nc2)cc1
52) CCCN(CC1CCCO1)C(=O)c1cc(COc2ccc(F)cc2F)on1 (configuration not stated)
53) O=C(CSc1nnc(COc2ccccc2)n1Cc1ccco1)NCc1ccco1
54) Cc1cc(C)c(NC(=O)CSc2ncc3c(n2)-c2cc(Cl)ccc2N(C)S3(=O)=O)c(C)c1
55) CCC(=O)c1ccc(OCC(=O)N2CCN(C(=O)c3ccccc3)CC2)cc1
56) Cc1ccc(NC2=C(C(=O)c3ccccc3)N(C)S(=O)(=O)c3ccccc32)cc1
Compound | 49 | 50 | 51 | 52 | 53 | 54 | 55 | 56
TDP1 cell CPT | -5.4% | 18.4µM* | ? | ? | 6.3% | 0.164µM* | -6.5% | 29.1µM*
DT40 TDP1 no CPT | 5.1% | 16.4µM* | ? | ? | -15.6% | 0.0461µM* | 11.2% | 25.9µM*
KAT2A inh | 0.5% | 0.8% | -6.6% | -3.3% | -13.4% | 1.4% | -2.6% | -6.6%

57) Cc1ccc(S(=O)(=O)N2CCN(CC(=O)N/N=C/c3ccc(Br)s3)CC2)cc1
58) Cc1nn(-c2ccccc2)c(C)c1C(=O)OC(C)C(=O)NC1CCCCC1C (configuration not stated)
59) CCC(Cn1nnc2ccccc2c1=O)NC(=O)Nc1ccc(C)c(C)c1 (configuration not stated)
60) CCCCN(Cc1ccco1)C(=O)Cn1ncc2c([nH]c3ccccc32)c1=O
61) COc1ccc([C@@H]2[C@@H]3C(=O)N(C(C)(C)C)C(=O)[C@@H]3[C@]3(Cc4ccc(Cl)cc4)C(=O)N(c4cccc(C)c4)C(=O)N23)cc1
62) COc1ccc(/C=C/c2cc(C(=O)O)c3ccccc3n2)cc1
63) COc1ccc(C(CNC(=O)c2ccc(S(=O)(=O)Nc3ccccc3C)cc2)N2CCOCC2)cc1 (configuration not stated)
64) O=C(Nc1ccc(F)cc1)N1CCN(C(=O)C2CCCO2)CC1 (configuration not stated)
Compound | 57 | 58 | 59 | 60 | 61 | 62 | 63 | 64
TDP1 cell CPT | ? | 13µM* | ? | ? | -21.9% | 10.3µM* | ? | -12.2%
DT40 TDP1 no CPT | 14.6µM* | 20.6µM* | ? | ? | 3.7% | 14.6µM* | -29.7% | 17.0%
KAT2A inh | -9.4% | 6.9% | -8.6% | -4.2% | -9.1% | -24.6% | -4.2% | -9.2%

65) CN(c1ccccc1)S(=O)(=O)c1ccc(C(=O)Nc2nnc(C3CC3)s2)cc1
66) CCC(=O)N1CCN(c2ccc(NC(=O)c3c(F)c(F)c(OC)c(F)c3F)cc2)CC1
67) Cc1cc(NC(=O)CSCC(=O)N(C)Cc2ccc(Cl)c(Cl)c2)no1
68) Cc1ccc(-n2cc(CNCCn3nc(C)cc3C)c(-c3ccc(F)cc3)n2)cc1
69) O=C(Nc1ccccc1)Nc1ccc2nnsc2c1
70) COc1ccc(C(=O)NCc2nnc(SCC(=O)N3CCCC3)o2)cc1OC
71) O=C(Nc1cccc(-c2nc3cccnc3s2)c1)c1ccc(Cl)nc1
72) O=C(OCN1C(=O)c2ccccc2C1=O)c1cccc(OC(F)F)c1
73) Cc1ccc(-n2nc(C)c3c(C)c(CCC(=O)Nc4ccc(CN5CCCC5)cc4)c(C)nc32)cc1
Compound | 65 | 66 | 67 | 68 | 69 | 70 | 71 | 72 | 73
TDP1 cell CPT | 2.6% | -0.4% | -16.5% | 14.6µM* | 20.6µM* | 11.8% | ? | -2.6% | ?
DT40 TDP1 no CPT | -12.2% | 3.6% | 1.8% | 23.1µM* | 16.4µM* | 10.9% | ? | 3.8% | 11.6µM*
KAT2A inh | -1.8% | ? | -0.5% | -0.4% | 4.1% | -0.7% | -18.0% | -2.2% | -1.0%
